Assay outcomes deposited in PubChem by several laboratories.
Efflux pump inh: inhibitors of Candida efflux pumps in yeast, primary screen, S. cerevisiae, Nile Red, multiplex; S. cerevisiae Candida pump triplex; inhibition, % at 10 µM; actives 0.44% (n = 330,000); AID 485275, 2010;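 active = plate passing quality check with inhibition over a set limit, or well fluorescence over plate mean plus 4 SD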;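 also: Nile Red retained in pooled yeast measured as flow cytometry median fluorescence; 0% = buffer negative control and 100% = Enniatin B positive control; higher means more Nile Red kept so more efflux inhibition; some compounds called inactive have numbers as strong as hits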
CTSL1 counter: Fasciola hepatica cathepsin L1 inhibitors, primary screen, counter-screen for PFM18AAP inhibitor project, biochemical, QFRET, fluorogenic peptide substrate; recombinant F. hepatica cathepsin L1, Z-Leu-Arg-MCA fluorescence; inhibition, % at 5.96 µM; actives 0.49% (n = 300,000); AID 1906, 2009;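 active = inhibition above the mean of all tested compounds plus 3 SD, set per screening campaign, cut at about 17% in these data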;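 also: 0% = plate median of test compound wells and 100% = 1 µM Z-Phe-Ala-diazomethylketone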
TPT1 inh: Candida albicans TPT1 enzyme inhibitors, primary screen, biochemical, fluorescence polarization; tRNA 2'-phosphotransferase TPT1 (Candida albicans SC5314); recombinant caTPT1, FP RNA substrate dephosphorylation; inhibition, % at 5 µM; actives 0.81% (n = 300,000);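 active = inhibition above the mean of all tested compounds plus 3 SD, set per screening campaign, cut at about 24% in these data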;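 also: plate controls were DMSO alone for no effect and ferristatin control at 100 nM for full effect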
core dimer inh: inhibitors of HCV core protein dimerization, primary screen, biochemical, TR-FRET, high-throughput; TR-FRET GST/Flag-core106 dimerization, 1536-well; inhibition, % at 5 µM; actives 0.33% (n = 300,000); AID 1899, 2009;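 active = inhibition above the mean of all tested compounds plus 3 SD, set per screening campaign, cut at about 45% in these data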
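System: GST-tagged and Flag-tagged HCV core protein residues 1-106 / Input: core106 proteins, GST 13.5 nM and Flag 17 nM / Buffer or medium: KF-containing HEPES buffer, pH 7.45, DTT, CHAPS, BSA / Probe or stimulus: Eu-anti-GST and XL665-anti-Flag labelled anti-tag antibodies / Schedule: 4 h, 22.5 °C incubation / Technique: TR-FRET 671 and 617 nm emission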
EBNA-1 inhibitor: EBNA-1 DNA-binding inhibitors, primary screen, biochemical, fluorescence polarization; inhibition, % at 14.8 µM; actives 0.34% (n = 300,000); AID 1950, 2009; in the data active = inhibition above about 28%
PP5 primary: PP5 phosphatase inhibitors, primary screen, biochemical, fluorescence; Serine/threonine-protein phosphatase 5 (Homo sapiens), P53041; purified PP5c, OMFP substrate fluorescence; inhibition, % at 6.7 µM; actives 0.18% (n = 320,000);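 active = inhibition above the campaign's mean inhibition across all tested compounds plus 3 SD, cut at about 9.5% in these data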;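 also: 0% = DMSO only and 100% = 100 µM cantharidin control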
PP1 inh: PP1-alpha phosphatase inhibitors, primary screen, counter-screen for PP5 inhibitor project, biochemical, fluorescence, OMFP substrate, single point; purified PP1alpha; inhibition, % at 6.7 µM; Serine/threonine-protein phosphatase PP1-alpha catalytic subunit (Homo sapiens), P62136; actives 0.9% (n = 320,000);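 active = inhibition above the mean inhibition of all tested compounds plus 3 SD, computed separately for each screening campaign, cut at about 15% in these data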
PREPL inhibitor: PREPL enzyme inhibitors, primary screen, biochemical, fluorescence polarization; Prolyl endopeptidase-like (Homo sapiens), Q4J6C6; actives 0.68% (n = 320,000); recombinant PREPL, fluorescence polarization activity-based probe; inhibition, % at 5.96 µM; in the data active = inhibition above about 43%;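 also: 0% = enzyme with DMSO and 100% = wells lacking enzyme; many of its hits are not listed in these tables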
Target sequence (Q4J6C6 whole entry, looked up): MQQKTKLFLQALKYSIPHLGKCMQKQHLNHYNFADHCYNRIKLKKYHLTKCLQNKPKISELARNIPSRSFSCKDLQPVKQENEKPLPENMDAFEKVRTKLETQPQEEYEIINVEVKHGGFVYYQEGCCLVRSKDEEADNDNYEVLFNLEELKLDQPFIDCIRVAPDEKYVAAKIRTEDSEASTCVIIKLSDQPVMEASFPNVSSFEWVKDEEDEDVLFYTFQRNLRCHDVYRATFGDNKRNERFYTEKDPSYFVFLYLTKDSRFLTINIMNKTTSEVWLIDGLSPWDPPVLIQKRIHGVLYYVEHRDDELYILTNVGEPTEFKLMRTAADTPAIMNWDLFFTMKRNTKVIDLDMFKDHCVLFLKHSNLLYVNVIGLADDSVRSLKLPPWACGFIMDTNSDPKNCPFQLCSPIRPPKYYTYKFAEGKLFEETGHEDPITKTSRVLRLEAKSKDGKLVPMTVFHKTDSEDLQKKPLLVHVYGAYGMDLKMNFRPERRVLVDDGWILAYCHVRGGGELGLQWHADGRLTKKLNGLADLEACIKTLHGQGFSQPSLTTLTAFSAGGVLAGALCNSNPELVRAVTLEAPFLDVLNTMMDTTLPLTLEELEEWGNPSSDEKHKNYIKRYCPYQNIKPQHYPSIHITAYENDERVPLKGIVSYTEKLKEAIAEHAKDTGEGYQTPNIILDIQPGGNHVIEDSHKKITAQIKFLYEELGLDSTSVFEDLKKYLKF
ZTA counter: counter-screen for EBNA-1 inhibitors: inhibitors of Epstein-Barr virus ZTA; P03206; actives 0.15% (n = 320,000); AID 2234; inhibition, % at 11 µM; ZTA-DNA binding, fluorescence polarization; in the data active = inhibition above about 33%
Target sequence (P03206 whole entry, looked up): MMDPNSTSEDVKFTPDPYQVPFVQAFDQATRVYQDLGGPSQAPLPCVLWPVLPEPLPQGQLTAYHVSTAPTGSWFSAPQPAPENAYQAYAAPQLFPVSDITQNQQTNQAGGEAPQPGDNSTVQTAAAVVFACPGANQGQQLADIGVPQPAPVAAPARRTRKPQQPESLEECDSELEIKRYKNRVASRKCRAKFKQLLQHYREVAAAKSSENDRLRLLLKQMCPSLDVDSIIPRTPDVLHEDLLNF
Active calls of the source: *; . = no result given; & = joins results of further samples.

SMILES | Efflux pump inh | CTSL1 counter | TPT1 inh | core dimer inh | EBNA-1 inhibitor | PP5 primary | PP1 inh | PREPL inhibitor | ZTA counter
CC(=O)Nc1sc2c(c1C(c1ccc(F)cc1)N1CCOCC1)CCCC2 (stereo not given) | -0.1 | 1 | -3 | 4 | 3 | 2.3 | 1 | 8 | -4
CC(C)(C)c1nnc(NC(=O)C2c3ccccc3Oc3ccccc32)s1 | 0.1 | -4 | -1 | 5 | -14 | 1.5 | 1 | -9 | 5
O=C(CN1C(=O)C2C3CC(C(Br)C3Br)C2C1=O)Nc1ccc(C(=O)O)cc1 (stereo not given) | 0.2 | -4 | 8 | -2 | 3 | 0.2 | -4 | -13 | 6
CCOCCCNC(=O)C1CCN(Cc2cccc(OCc3ccccc3)c2)CC1 | 0.0 | 0 | 0 | -9 | -11 | -3.4 | 2 | 3 | -25
COc1ccc(OC)c(NC(=O)CSc2nnc(NC(=O)c3ccco3)s2)c1 | -0.2 | 3 | 2 | 2 | -2 | -2.5 | -2 | 13 | 11
CC(=O)Nc1ccc(S(=O)(=O)N2CCN(CC3CC4C=CC3C4)CC2)cc1 (stereo not given) | -0.1 | 0 | -1 | 8 | 0 | 3.2 | -2 | 2 | -18
O=S(=O)(Cc1ccc(Cl)cc1)c1ccccc1-c1nnc(-c2ccc(Cl)cc2)o1 | -0.2 | -1 | -1 | 21 | -4 | 2.2 | -2 | -19 | -10
COC(=O)c1ccncc1C(=O)Nc1ccc(Oc2ncc(C(F)(F)F)cc2Cl)cc1 | 0.0 | -5 | -2 | 5 | 9 | 1.6 | 0 | 0 | 7
NCCc1cnc[nH]1 | 0.1&-0.1 | -2&-1 | 2&2 | -7&1 | 6&16 | 2.4&-0.3 | -4&1 | -9&-6 | 8&3
CCOC(=O)C1=C(c2ccccc2)N=c2s/c(=C\c3cccc(O)c3)c(=O)n2C1c1cccs1 (stereo not given) | 0.1 | 6 | 2 | 23 | 0 | 2.8 | 8 | -7 | 6
C=CCn1c(-c2csc3ccccc23)n[nH]c1=S | -0.1 | 3 | -3 | 1 | 0 | -3.9 | -4 | 1 | -3
Cc1ccc(CNC(=O)CCn2cc(-c3ccc(F)cc3)nc2-c2ccncc2)cc1 | -0.1 | -6 | -1 | 0 | 6 | 2.8 | 1 | 0 | -19
COc1ccc(NS(=O)(=O)c2c(C)n(C)c(=O)n(C)c2=O)cc1OC | -0.1 | -3 | 1 | 10 | 1 | -0.5 | -4 | 3 | 2
COc1cc(CN2CCCC(C(=O)Nc3ccccc3Oc3cccnc3)C2)ccc1F (stereo not given) | -0.2 | 4 | 0 | 0 | -6 | 0.1 | 4 | 21 | -8
Cc1ccc(-c2noc(CN(C)C(=O)c3ccc(Br)o3)n2)cc1 | 0.1 | 1 | -1 | -4 | -11 | 5.1 | -4 | -32 | -11

2 of the compounds above, in markdown:
| smiles | Efflux pump inh | CTSL1 counter | TPT1 inh | core dimer inh | EBNA-1 inhibitor | PP5 primary | PP1 inh | PREPL inhibitor | ZTA counter |
| --- | --- | --- | --- | --- | --- | --- | --- | --- | --- |
| COC(=O)c1ccncc1C(=O)Nc1ccc(Oc2ncc(C(F)(F)F)cc2Cl)cc1 | 0.0 | -5 | -2 | 5 | 9 | 1.6 | 0 | 0 | 7 |
| NCCc1cnc[nH]1 | 0.1&-0.1 | -2&-1 | 2&2 | -7&1 | 6&16 | 2.4&-0.3 | -4&1 | -9&-6 | 8&3 |

A few values from above.
CC(=O)Nc1ccc(S(=O)(=O)N2CCN(CC3CC4C=CC3C4)CC2)cc1 (stereo not given) – TPT1 inh = -1
COc1ccc(NS(=O)(=O)c2c(C)n(C)c(=O)n(C)c2=O)cc1OC – PP5 primary = -0.5

(next part)
SMILES | Efflux pump inh | CTSL1 counter | TPT1 inh | core dimer inh | EBNA-1 inhibitor | PP5 primary | PP1 inh | PREPL inhibitor | ZTA counter
CCOC(=O)Cc1c(C)nc2c(-c3ccc(Cl)cc3)c(C)nn2c1C | -0.1 | 7 | 0 | -8 | 3 | -1.3 | 2 | 8 | -2
O=C(O)CSCC(=O)N1CCN(Cc2ccc3c(c2)OCO3)CC1 | 0.0 | -1 | -3 | -5 | -2 | -0.8 | 1 | 10 | -15
Cc1ccc(Nc2nc(C(=O)NCC3CCCO3)cs2)cc1 (stereo not given) | 0.1 | 0 | -2 | -6 | 3 | -0.8 | -1 | 1 | 1
Cc1c(NC(=O)CSc2nnnn2-c2ccc(O)cc2)c(=O)n(-c2ccccc2)n1C | -0.1 | 2 | -5 | -3 | 0 | 3.3 | -2 | 3 | -8
O=S(=O)(Cc1ccccc1)c1cnc2ccccc2n1 | 0.1 | 6 | -1 | -2 | 8 | 0.8 | -5 | -6 | 10
COc1ccc(-c2ccc(-c3nnn(CC(=O)N4CCOCC4)n3)cc2)cc1 | 0.0 | -2 | 1 | -4 | 1 | 3.4 | 3 | 5 | 6
COC(=O)c1cc(Nc2cc(C)c3c(O)cccc3n2)cc(C(=O)OC)c1 | 0.1 | -5 | -1 | 10 | -13 | -0.5 | -8 | -4 | -10
COc1ccccc1N1CCN(C(=O)C(=O)c2cn(CC(=O)N3CCOCC3)c3ccccc23)CC1 | 0.3 | 2 | -2 | -2 | -6 | 1.3 | -1 | 5 | -9
COCCSc1ccccc1C(=O)Nc1nncs1 | -0.3 | 1 | -4 | -2 | 4 | -0.4 | 0 | 11 | -5
CC(C)(C)Sc1ccc2nc3c(n2c1)CCCC3 | 2.7 | 1 | -2 | 6 | 3 | -0.6 | -1 | -2 | 9
Cc1ccc(NC(=O)CCSCCC(=O)Nc2ccc(C)c(C)c2)cc1C | 0.2 | -4 | 2 | 3 | 4 | 4.7 | 0 | 0 | -6
N#CCSc1nnc(CNc2cccc(Cl)c2)o1 | -0.2 | 1 | -3 | 2 | -12 | 1.7 | -1 | 0 | -8
COc1ccc(C2/C=C\CN(C(=O)C3CCCC3)[C@H](Cc3ccccc3)C(=O)N2Cc2ccc(F)cc2)cc1 (stereo not given in full) | 0.4 | 6 | 3 | 18 | -6 | 4.5 | 8 | 2 | 13
COc1ccccc1C1/C(=C(/O)c2ccc(C)cc2)C(=O)C(=O)N1CCN1CCOCC1 (stereo not given) | -0.1 | 1 | -1 | -8 | 5 | 0.4 | 3 | 16 | -5
Cc1ccc(-c2nc(C(=O)NC3CCCCCC3)no2)cc1 | -0.2 | 3 | -6 | 3 | 4 | -0.6 | -1 | 7 | 4
O=C(Nc1ccc(F)cc1F)N1CCCC(c2nc(-c3ccc(F)cc3)no2)C1 (stereo not given) | -0.1 | -1 | 0 | 5 | 3 | 0.8 | -2 | 0 | -2
COc1ccc(CCN(C)C(=O)CCc2nnc(-c3ccccc3)o2)cc1OC | 0.0 | -5 | -2 | 1 | -4 | 3.0 | -4 | -9 | -21
O=C(/C=C/c1ccccc1)OCN1C(=O)c2ccccc2C1=O | 0.2 | -35 | -4 | 6 | 6 | 0.7 | 0 | 5 | 9
COCCC(=O)N1CCC(n2nccc2NC(=O)c2ccccc2C)CC1 | -0.1 | -2 | 0 | -4 | -13 | 0.3 | -2 | 5 | -5
COC(=O)C(CCCCN1C(=O)C2C3C=CC(C3)C2C1=O)N1C(=O)C2C3C=CC(C3)C2C1=O (stereo not given) | 0.0 | 5 | -1 | 11 | 6 | -2.2 | -2 | -3 | 4
Cc1ccsc1C(=O)OCC(=O)Nc1cccc(F)c1 | 0.6 | . | . | . | . | 1.3 | -2 | 11 | -2
CCOC(=O)N1CCC(NC(=O)c2ccc(CS(=O)(=O)c3c(Cl)cccc3Cl)o2)CC1 | 0.2 | 0 | 4 | 5 | -6 | -1.7 | -5 | -1 | 7
CC(C)(C)NC(=O)CN(CCN1CCOCC1)C(=O)CNS(=O)(=O)c1ccc(Cl)cc1 | 0.0 | -1 | -2 | -3 | -1 | -3.9 | -5 | -1 | 0
CCc1ccc(CN(C)C(=O)c2cc(S(=O)(=O)N3CCOCC3)ccc2N2CCCC2)cc1 | -0.1 | 2 | 0 | 1 | -15 | -1.2 | -3 | 11 | 2
Cc1ccc(CNC(=O)c2ccc(N3CCC4(CC3)CC(c3cccc(Br)c3)=NO4)c(NC(=O)c3ccccc3)c2)cc1 | 0.1 | 2 | 1 | -2 | 5 | 0.9 | 9 | -9 | -3
O=C(Oc1ccc([N+](=O)[O-])cc1)c1ccc(Cl)c(S(=O)(=O)N2CCCCC2)c1 | 1.2 | -11 | 1 | -8 | -1 | 0.7 | -5 | 4 | -4
COc1cccc(/C=C/C(=O)OCC(=O)NCc2ccco2)c1OC | -0.1 | -3 | 1 | -6 | 5 | 2.1 | -4 | 8 | -7
c1ccc(NC2=NCCN2CC2CCCCCC2)cc1 | -0.1 | -1 | 1 | 3 | 8 | 1.6 | 0 | 3 | -3
COC(=O)[C@H](CCSC)NC(=O)Nc1cccc(C)c1C | -0.1 | -2 | -5 | -1 | 16 | -3.2 | -6 | -3 | 13
CC(C)(C)C(=O)Nc1ccc(-c2cnco2)cc1 | -0.1 | 2 | 1 | 10 | 6 | 1.9 | -3 | -1 | 4
Cn1c(=O)n(Cc2ccccc2)c(=O)c2c1nc(NCC1CCCO1)n2Cc1ccccc1 (stereo not given) | -0.1 | 1 | -1 | -6 | 1 | 2.9 | 2 | 28 | -18
O=C(NCc1ccco1)C(c1ccccc1F)N(Cc1cccnc1)C(=O)Cn1nnc2ccccc21 (stereo not given) | 0.0 | 1 | -2 | 2 | -3 | 1.2 | -3 | -7 | 4
c1ccc2c(c1)Oc1ccccc1S2 | 0.1 | . | . | . | . | 2.8 | -3 | 0 | -12
COc1ccc(C(=O)NCC(=O)N2CCNC(=O)C2)cc1OC | 0.1 | 1 | 0 | -6 | -10 | -6.6 | 4 | 11 | -18
CC1(OC(=O)c2cnc3ccccc3n2)C(=O)C=C2C=C(C3CC3)OC=C2C1=O (stereo not given) | 0.0 | -2 | -22 | 12 | 28* | 0.3 | 3 | 33 | 48*
O=C(Nc1ccc2c(c1)COC2=O)c1ccc(Cl)c(Cl)c1 | -0.5 | 3 | 0 | 10 | -7 | 3.2 | 8 | -48 | -2
C/C(=N\NC(=O)c1cc(-c2ccc(Cl)s2)[nH]n1)c1ccncc1 | 0.2 | 1 | 0 | 0 | 2 | 7.0 | -1 | -8 | 1
CC(C)(C)c1ccc(S(=O)(=O)NCC(=O)Nc2ccc(-c3nc4ccccc4s3)cc2)cc1 | 0.0 | -2 | 3 | 11 | 4 | 0.7 | 2 | 5 | 22
O=C(Cn1cnc2scc(-c3ccccc3)c2c1=O)NCc1ccco1 | 0.0 | -1 | 2 | 56* | -8 | 1.4 | 4 | -1 | 5
CC(C)CCN1CCN(Cc2ccc3nsnc3c2)CC1CCO (stereo not given) | -0.1 | 4 | 0 | -3 | 7 | 1.0 | -6 | 18 | -10
Cc1cccc(NC(=O)c2ccc(OCc3c(C)noc3C)cc2)c1 | 0.5 | . | . | . | . | 1.1 | 3 | 2 | -15
COc1ccc2c(c1)S(=O)(=O)c1ccccc1N2 | 0.1 | -4 | -1 | 6 | -7 | 3.0 | -6 | -6 | 6
COc1ccc(C2COC(=O)C2=N)c(NC(=O)c2ccc(Cl)cc2)c1 (stereo not given) | -0.6 | -3 | -2 | 27 | 3 | 0.9 | 7 | 12 | 9

The list is partial; rates above refer to the full screens.
